Screening data (PubChem BioAssay)
L3MBTL1 inh = inhibitors of human L3MBTL1; Q9Y468; hit rate 0.66% among 230,000; AlphaScreen L3MBTL1–H3K9me1 peptide binding; Potency, µM (series often up to 57.1 µM), for inactives: at the top dose activity, negative = inhibition, hits mostly inhibitors; further: potency means the concentration at half of the fitted maximal effect; on the % scale 0 is the no-effect control and ±100 the full control effect; nearly all actives have a fitted effect of over 60% in size
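AlphaScreen assay: L3MBTL1 (50 nM final) was preincubated 30 min at room temperature with biotinylated H3(1-15)K9me1 peptide (75 nM final), then 30 min with library compounds; streptavidin donor and nickel chelate acceptor beads (10 ug/mL final) added, 30 min dark.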
IMPase Li cell = cell-permeable IMPase inhibitors with lithium potentiation | CHO-M1 cells, IP1 TR-FRET (IP-One), carbachol + lithium | AID 1457 | hit rate 0.35% among 210,000 | Potency, µM (highest dose often 59.4 µM), for the others: at the highest dose activity, negative = IMPase inhibition, usual class: inhibitors;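 further: IP1 builds up when IMPase is blocked and the TR-FRET signal falls; potency means the concentration at half of the fitted maximal effect; plate controls were basal vehicle for no effect and high inhibitor control for full effect; nearly all actives have a fitted effect of over 50% in size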
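CHO-M1, 2000 cells/well, 16–30 h culture; cpd + low Li+, 30 min 37C; lysis with d2-IP1/Eu-anti-IP1 Ab, 10 min RT; TR-FRET 665/620 ratio and 620 channel; AC50 via Hill.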
Epigenetic derep = epigenetic control regulation, reporter derepression; AID 1865; hit rate 0.2% among 280,000; Potency, µM (titrated, usually from 53.9 µM), for inactives: top-dose GFP activation, most hits filed as activators; murine LDR cells, GFP reporter derepression, 30 h; further: potency means the concentration at half of the fitted maximal effect; % of control where 0% means no effect; nearly all actives have a fitted effect of over 60% in size
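Readout is the number of GFP-expressing murine LDR cells, counted by cytometry following washing. Cells were treated with compound for 30 h at 37 C; the stably integrated CMV-GFP locus is normally silent.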
NPSR antag = antagonists of human neuropeptide S receptor cAMP signaling. Q6W5P4. CHO-NPSR cells, cAMP TR-FRET, antagonist mode. Potency, µM (titrated, usually from 38.3 µM), for inactives: top-dose activity change, negative = inhibition, usual class: inhibitors. hit rate 1% among 220,000. AID 1461; further: potency means the concentration at half of the fitted maximal effect; on the % scale 0 is the no-effect control and ±100 the full control effect; nearly all actives have a fitted effect of over 50% in size; many of its hits are not listed in these tables
Target sequence (Q6W5P4 whole entry, looked up): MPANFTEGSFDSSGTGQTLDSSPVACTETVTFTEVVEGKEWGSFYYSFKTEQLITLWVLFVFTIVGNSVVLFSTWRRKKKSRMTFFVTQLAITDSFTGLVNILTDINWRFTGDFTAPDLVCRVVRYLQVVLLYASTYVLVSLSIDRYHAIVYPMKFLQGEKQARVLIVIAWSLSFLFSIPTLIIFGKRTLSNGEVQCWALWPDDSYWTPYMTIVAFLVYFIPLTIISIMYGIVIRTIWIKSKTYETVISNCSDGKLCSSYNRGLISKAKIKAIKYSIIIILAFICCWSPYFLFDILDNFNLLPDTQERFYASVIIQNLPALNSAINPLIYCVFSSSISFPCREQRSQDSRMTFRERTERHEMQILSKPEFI
HttQ103 aggreg = inhibitors of mutant huntingtin aggregate formation in PC12 cells | Potency, µM (titrated, usually from 46.1 µM), inactives show top-dose activity change, negative = inhibition, most hits filed as inhibitors | PC12 HttQ103-GFP aggregates, Acumen cytometry, 40 h | AID 1688 | hit rate 1.1% among 220,000; further: potency means the concentration at half of the fitted maximal effect; on the % scale 0 is the no-effect control and ±100 the full control effect; nearly all actives have a fitted effect of over 60% in size
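PC12/HTTQ103-GFP, ecdysone-inducible; teb 100 nM; cpd qHTS titration; GFP aggregates read on laser cytometer, Ex 488/Em 500-530 nm.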
Luc counter = Kinase-Glo luciferase inhibition (counter-screen); Q27757; Kinase-Glo luciferase, ATP luminescence, 8 min; Potency, µM (series often up to 38.3 µM), without a hit: at the top dose activity change, negative = inhibition, actives largely listed as inhibitors; hit rate 0.28% among 200,000; AID 1379; further: potency means the concentration at half of the fitted maximal effect; on the % scale 0 is the no-effect control and ±100 the full control effect; nearly all actives have a fitted effect of over 60% in size
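Light output from Kinase-Glo luciferase with luciferin and 10 uM ATP in 50 mM imidazole pH 7.2, KCl, MgCl2, Tween 20, BSA; compound pin-delivered, 8-min ambient incubation, then luminescence read.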
CBFb-RUNX1 inh = inhibitors of human CBF-beta and RUNX1 interaction. Q01196+Q13951. AlphaScreen CBFb-His/RUNX1-biotin binding, biochemical. Potency, µM (series often up to 59.8 µM), inactives show top-dose activity, negative = inhibition, usual class: inhibitors. 230,000 tested, under 10 active. AID 1477; further: % of control where 0% means no effect
Target sequence (Q01196 whole entry, looked up): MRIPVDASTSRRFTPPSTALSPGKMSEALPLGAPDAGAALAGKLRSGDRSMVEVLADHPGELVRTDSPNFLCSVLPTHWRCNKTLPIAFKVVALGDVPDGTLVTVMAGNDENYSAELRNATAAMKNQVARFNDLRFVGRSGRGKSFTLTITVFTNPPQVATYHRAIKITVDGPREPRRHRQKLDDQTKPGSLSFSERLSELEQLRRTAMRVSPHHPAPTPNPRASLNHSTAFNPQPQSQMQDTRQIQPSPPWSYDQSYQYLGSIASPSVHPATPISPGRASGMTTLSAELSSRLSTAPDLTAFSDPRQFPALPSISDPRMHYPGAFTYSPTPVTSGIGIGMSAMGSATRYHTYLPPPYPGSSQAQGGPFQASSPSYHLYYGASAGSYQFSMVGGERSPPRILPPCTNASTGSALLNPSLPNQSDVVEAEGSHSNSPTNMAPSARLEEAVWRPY
Target sequence (Q13951 whole entry, looked up): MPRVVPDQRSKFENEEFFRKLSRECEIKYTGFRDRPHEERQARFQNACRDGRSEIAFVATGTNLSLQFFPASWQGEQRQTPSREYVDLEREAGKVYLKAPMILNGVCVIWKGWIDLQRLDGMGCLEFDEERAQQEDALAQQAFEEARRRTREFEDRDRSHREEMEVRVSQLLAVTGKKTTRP
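CBFb-His/RUNX1-biotin, 30 nM each, preincubated 20 min RT; compound 15 min RT; Ni + streptavidin beads 50 ng each, 90 min RT; AlphaScreen read.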
* = called active by the depositor; u = inconclusive; x = not tested or not shown; & = joins results of further samples; [ ] = remark or other dose. The call rests on the fitted dose curve; in most records, active means well fitted curve in the direction sought with a large enough effect; inconclusive means small, poorly fitted or top-dose-only effect, or another doubt; inactive means no such curve, though single readings can be large; an effect the other way counts as inactive or inconclusive. Not all compounds are listed; the hit share may differ from the screen's.

SMILES | L3MBTL1 inh | IMPase Li cell | Epigenetic derep | NPSR antag | HttQ103 aggreg | Luc counter | CBFb-RUNX1 inh
COC(=O)C1=C(C(=O)OC)[C@@H]2Nc3ccccc3[C@@]23C[C@@H](C(=O)OC)N(S(=O)(=O)c2c(C)noc2C)C3=N1 | x | 8% | x | x | x | -7%[7.66 µM] | 0%[13.1 µM]
CC(C)Cn1c(SCC(=O)Nc2cccc(S(N)(=O)=O)c2)nc2ccccc2c1=O | 13% | 10% | -1.1% | -36% | -5% | -2% | 4%
CCOC(=O)c1ccc2c(c1)nc(SCC(=O)NC(C)C)n2CC | 11% | 4%[38.3 µM] | -0.7% | -18%[46.1 µM] | 4% | -3% | 5%
C#CCOCCOCCOCCNc1nc(N2CCOCC2)nc(N2CCN(C(=O)[C@H](CCC(=O)O)n3cc(C(N)[C@H](C)CC)nn3)CC2)n1 (some centres not stated) | 2% | -5% | 0.0% | -4% | -7%[9.22 µM] | x | 5%
COc1cccc(/C=N/NC(=O)CC(=O)NCCc2ccccc2)c1OC | -3% | 1% | -1.0% | 1% | -3% | 0% | 0%
CN1CCN(C(=O)c2ccccc2NC(=O)c2cccs2)CC1 | 8% | -9%[38.3 µM] | -2.4% | -3%[46.1 µM] | 23% | 0% | 1%
Cc1cc(CNC(=O)[C@H]2C[C@@H]2[C@H](NP(=O)(c2ccccc2)c2ccccc2)c2ccccc2)nn1C | -13% | -7%&-6% | 2.6%&3.9% | 19% | 2% | -2%&0% | 8%[2.36 µM]
CCn1nc(C)c(NC(=O)Nc2cccc(Cl)c2Cl)c1C | -7%[11.4 µM] | 5% | -0.1% | 8% | -4% | 1% | 9%
COc1ccc(OC)c(NC(=O)CSc2nc3ccccc3cc2Cc2ccccc2)c1 | 2% | 19%[38.3 µM] | -1.1% | -21%[46.1 µM] | 6% | -1% | -4%
CCNC(=O)COC(=O)c1ccc(-c2nc3ccccc3s2)s1 | 0% | -7% | 3.0% | -10% | 18% | u | 13%
CCOC(=O)c1c(C)[nH]c(C(=O)NCc2ccccc2OC)c1C | -3% | 2%[38.3 µM] | -2.4% | -15%[46.1 µM] | u | 11% | 1%
Cc1cc(N)n2ncc(-c3cccc(Br)c3)c2n1 | 6% | 5%[38.3 µM] | -1.1% | u | 4%[9.22 µM] | -6% | 10%
O=C(Nc1cc(C(F)(F)F)ccc1N1CCCC1)c1cccnc1 | -10% | 7%[38.3 µM] | 0.2% | 10%[46.1 µM] | 5% | -1% | -12%
Cc1ccc(Sc2ccc([N+](=O)[O-])cc2[N+](=O)[O-])nc1 | -15% | 0% | 5.1% | 10% | -5% | -2% | -13%
CC(=O)c1ccc(Nc2c(C)n(C)n(-c3ccccc3)c2=O)cc1 | x | 2% | -2.1% | -2% | 6% | -3% | 16%
Cc1ccc(CSCCNC(=O)c2ccc(NS(C)(=O)=O)cc2)cc1 | 5% | 6% | -0.7% | -2% | -3% | 1% | 3%
COC(=O)[C@H](CCSC)NC(=O)Nc1ccc(OC)cc1 | -1% | -14%[38.3 µM] | -0.4% | 0%[46.1 µM] | -7% | -5% | -1%
COc1ccc(-c2nc(NC(=O)CSc3nnc(C)s3)ns2)cc1 | -3% | -24%[38.3 µM] | 0.0% | -22%[46.1 µM] | 11µM* | -3% | 10%
COc1ccccc1-n1cnc(N)c1C(C)=O | 0% | 13%[38.3 µM] | -0.8% | 3%[46.1 µM] | -4% | -2% | 6%
CCn1c(SCC(=O)NCc2ccccc2)nnc1-c1c[nH]c2ccccc12 | x | 18%[38.3 µM] | -1.0% | -8%[46.1 µM] | -22% | -4% | 2%
CCOC(=O)CCn1c(=S)n(CCC(=O)OCC)c2ccccc21 | x | x | 5.9% | -17% | 13%[9.22 µM] | x | 7%
CC(C)(C)S(=O)(=O)c1cnc2c(S(=O)(=O)c3ccccc3)cnn2c1N | 4% | 8% | -2.0% | -6% | 10% | 1% | 4%
Cc1ccc(-c2nnn(CC(=O)NCCC3=CCCCC3)n2)cc1 | -1% | 1% | 3.4% | -19%[46.1 µM] | -11% | 0% | 5%
COc1ccc(Br)cc1C(=O)NCc1cccnc1 | -1% | 5%[38.3 µM] | -1.9% | 16%[46.1 µM] | -1% | -4% | 15%
Oc1c(C(c2cccc(F)c2)N2CCN(Cc3ccccc3)CC2)sc2ncnn12 (configuration not stated) | -12% | 4% | -1.0% | -7%[46.1 µM] | 0% | 0% | -4%
COc1ccc(S(=O)(=O)N2CCOC2CNC(=O)C(=O)NCc2ccco2)cc1OC (configuration not stated) | x | x | 3.1% | 4% | -10%[9.22 µM] | x | 2%
Cc1ccccc1/C=N/Nc1ccc(Cl)nn1 | -3% | -6% | -4.0% | 3% | 19% | 0% | 3%
COc1ccc(NC(=O)c2ccccc2-c2ccccc2)c(C)c1 | -1% | 1% | -2.2% | 2% | 7% | 2% | 4%
Cc1cc(C)nc(NS(=O)(=O)c2ccc(NC(=O)c3cccs3)cc2)n1 | -1% | -5%[38.3 µM] | -7.7% | u | 7% | 7% | 3%
COc1ccc(S(=O)(=O)N(C)CC(=O)N2CCN(C)CC2)cc1C | 0% | 12%[38.3 µM] | -0.8% | -1%[46.1 µM] | -2% | -1% | 2%
CC1CCCCC1NC(=O)CSc1nncs1 (configuration not stated) | -2% | -7%[38.3 µM] | 0.0% | 0%[46.1 µM] | -7% | 1% | 18%
CCCn1nnnc1SCC(=O)Nc1ccc(F)cc1 | 2% | -5%[38.3 µM] | 4.5% | -8%[46.1 µM] | -12% | 1% | 6%
Cc1ccc(NC(=O)CSc2ccc(C(N)=O)cc2[N+](=O)[O-])cc1C | -4%[11.4 µM] | 0% | 0.9% | -2% | 25% | 5% | -3%
Cc1ccc2cc(CN(Cc3cccs3)C(=O)c3ccco3)c3nnnn3c2c1C | 8% | -4% | 1.5% | 0% | -1% | -2% | 8%
Cc1noc(C)c1C(=O)N1CCc2ccccc21 | 3%[11.4 µM] | 20%[38.3 µM] | -2.1% | 0%[46.1 µM] | 1% | 2% | 8%
CC(C)(C)c1nnc(NC(=O)Cc2ccc(Br)cc2)s1 | -4% | -9% | 17% | -10% | 9% | -1% | 1%
COc1cc(/C=C/C(=O)OCC(=O)c2c(N)n(C)c(=O)n(C)c2=O)ccc1OCC#N | 5% | 4% | 5.8% | 6% | -11% | 1% | 1%
Clc1cc(Br)ccc1OCCCNCc1ccccc1 | 5% | 2% | -1.9% | -4% | 22% | 1% | 6%
COc1ccccc1CNC(=O)c1cn(C)c2ccc(S(=O)(=O)N3CCCC3)cc2c1=O | -12% | u | 9.5% | -24% | 14% | 4% | -4%
Cc1ccccc1NC(=O)c1ccc(CN2CCC(Cc3ccccc3)CC2)cc1 | -3% | 35%[activator][38.3 µM] | -2.3% | -17%[46.1 µM] | -23% | -3% | -3%

Ordered by the number under NPSR antag (low to high): 3 of the compounds above
SMILES,L3MBTL1 inh,IMPase Li cell,NPSR antag,HttQ103 aggreg,CBFb-RUNX1 inh
CCOC(=O)CCn1c(=S)n(CCC(=O)OCC)c2ccccc21,x,x,-17%,13%[9.22 µM],7%
COc1ccc(S(=O)(=O)N2CCOC2CNC(=O)C(=O)NCc2ccco2)cc1OC (configuration not stated),x,x,4%,-10%[9.22 µM],2%
COc1cc(/C=C/C(=O)OCC(=O)c2c(N)n(C)c(=O)n(C)c2=O)ccc1OCC#N,5%,4%,6%,-11%,1%

The listing continues:
SMILES | L3MBTL1 inh | IMPase Li cell | Epigenetic derep | NPSR antag | HttQ103 aggreg | Luc counter | CBFb-RUNX1 inh
CCCSc1nc2c(cnn2-c2ccccc2)c(=O)n1N | -3% | x | -3.8% | 27% | 11%[9.22 µM] | x | 4%
O=C(NCc1ccccc1)c1ccccc1CO | 33%[activator] | -7% | u | 12% | 0% | -1% | u
CN1CCN(CC#CCC(O)(c2ccccc2)C2CCCC2)CC1 (configuration not stated) | -4% | 19% | -1.0% | 6% | -14% | 1% | -2%
Cc1nn(C)c(C)c1S(=O)(=O)N(CC(=O)NCCCOC(C)C)c1ccc(C(C)C)cc1 | -4% | x | -1.0% | -23%[46.1 µM] | -2% | x | 1%
CC(C)C[C@H](NC(=O)OC(C)(C)C)C(=O)N/N=C/c1ccc2nccnc2c1 | x | -8%[38.3 µM] | -4.5% | -25%[46.1 µM] | 5%[9.22 µM] | 1% | 0%
CN(Cc1cccnc1)C(=O)c1cc(COc2ccc3ncccc3c2)on1 | 0% | 8% | -1.2% | -9% | -9%[9.22 µM] | x | 9%
CC(C)(C)c1csc(CS(=O)(=O)c2ccccn2)n1 | x | x | 0.3% | 9% | -18%[9.22 µM] | x | 19%
CCc1cc2c(SCC(=O)c3ccc(Cl)s3)ncnc2s1 | x | 21%[38.3 µM] | -1.0% | -17%[46.1 µM] | -32% | -3% | 9%
O=C(Nc1cccc(Br)c1)c1ccc2nc(N3C(=O)CCC3=O)sc2c1 | -1% | 15%[38.3 µM] | -0.3% | -28%[46.1 µM] | -7% | -2% | -2%
N/C(=N\O)c1ccc([N+](=O)[O-])s1 | -4% | x | 0.0% | -12% | -3%[9.22 µM] | x | -4%
O=C(Nc1cccc(F)c1)NC1CCCCC1 | x | 2%[38.3 µM] | 8.6% | 19%[46.1 µM] | -21% | -2% | 11%
CNC(=S)N(Cc1ccc(Cl)cc1)Cc1cccs1 | 8% | x | 0.0% | 49% | 0%[9.22 µM] | x | 19%
COc1ccc(Nc2ccc(OC)cc2)cc1 | 16µM* | x | -1.2% | u | 7%[9.22 µM] | x | u
Cc1cccc(C)c1NC(=O)CSc1nnc(-c2ccccc2)n1Cc1ccc2c(c1)OCO2 | 27% | 13%[38.3 µM] | -2.5% | -23%[46.1 µM] | -27% | 0% | -15%
CNC(=O)C(Sc1nc(C)nc2c1oc1ccccc12)C(C)=O (configuration not stated) | x | 4.5µM* | u | -7%[46.1 µM] | 9% | 3% | 3%
Cc1ccc(C2N(c3nccs3)C(=O)C3CCCN32)cc1 (configuration not stated) | 2% | 13%[38.3 µM] | 0.0% | 5%[46.1 µM] | 3% | -1% | -3%
N#Cc1ccsc1NC(=O)CN1CCN(S(=O)(=O)c2cc(Cl)ccc2Cl)CC1 | 4% | 8% | 3.2% | -29% | 24% | -5% | 4%
CCC(O)C1CCN(C(=O)c2cc(COc3ccc4ncccc4c3)on2)CC1 (configuration not stated) | -2% | -5% | 6.8% | -14% | 16%[9.22 µM] | -4% | 10%
COc1cc2c(cc1OC)CN(C(=O)c1ccc(S(=O)(=O)N3CCCC3)cc1)CC2 | -7% | x | 0.1% | -6% | 5%[9.22 µM] | x | 5%

Printed as active in IMPase Li cell, of those listed so far:
mol	L3MBTL1 inh	IMPase Li cell	NPSR antag	HttQ103 aggreg	CBFb-RUNX1 inh
CNC(=O)C(Sc1nc(C)nc2c1oc1ccccc12)C(C)=O (configuration not stated)	x	4.5µM*	-7%[46.1 µM]	9%	3%
